# Screening data as filed in PubChem.
# PglD DTNB – blocks C. jejuni PglD acetyltransferase activity; purified PglD enzyme, DTNB colorimetric CoA detection; inhibition, % at 12.5 µM; hit rate 0.098% among 360,000; AID 602405; in the data active means inhibition above about 16%, passing the limit was not always enough; further: strong numbers were not always called active
# LGR2 antag – blocks bursicon-induced cAMP signaling via Drosophila LGR2. HEK293 LGR2, CRE-luciferase, bursicon-stimulated, 4 h. inhibition, % at 9.99 µM. hit rate 0.35% among 380,000. AID 720647;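 active means drop in luminescence signal, shown as inhibition above about 50% in the replicate tests, limit read from the data, passing the limit was not always enough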;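 further: agonist challenge used bursicon conditioned medium at about half maximal strength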
# PAX8 inh HTS – PAX8 transcriptional activity inhibition | RMG-I TPO-luciferase reporter, SteadyGlo, 24 h | hit rate 1.2% among 360,000 | inhibition, % at 12.6 µM;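 active means mean replicate inhibition at least 60% with every replicate also reaching 60%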;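 further: luciferase light reporting Pax8 driven TPO promoter activity; plate controls were median of neutral control wells for no effect and mitoxantrone controls for full effect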
# Cneo AK release – causes C. neoformans cell lysis. adenylate kinase release luminescence, 4 h; normalised: neutral wells 0, clomiphene wells 100. lysis activity, % at 15 µM. hit rate 0.2% among 360,000. AID 651654;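 active means mean lysis activity across replicates of at least 80%, whatever share of replicates individually reach that level; inactive means mean lysis activity below 80%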
#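 read-out = cell lysis signal | test system = log-phase Cryptococcus neoformans yeast cells | input = cells at 5 × 10^6 per mL | medium = fresh YPD growth medium | signal = luminescent adenylate kinase detection reagent | timing = 4 h at 37 °C static, read 1 h later | dosing = single dose | controls = Clomiphene as positive lysis control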
# PGC1a acetyl inh – lowers PGC1a acetylation signal in U2OS cells; hit rate 0.17% among 350,000; inhibition, % at 15.6 µM; AlphaScreen anti-acetyl-lysine; with virally co-expressed GCN5 acetyltransferase;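 active means every replicate shows inhibition of at least 40%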;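 further: 0% = neutral control wells and 100% = positive control wells; some results beyond the cut were filed as inactive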
# INS-1E GSIS act – GLuc luminescence reporter in INS-1E cells, primary screen for activators of glucose-dependent secretion of insulin; INS-1E GLuc reporter insulin secretion, 2-3 h; hit rate 0.61% among 370,000; AID 743287; activation, % at 16.6 µM;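 active means lowest replicate activation of at least 40%, so every replicate reaches that level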;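 further: 0% = median of neutral control wells and 100% = median of IBMX positive control wells; some compounds called inactive have numbers as strong as hits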
# Statin myotox sup – suppressors of simvastatin-induced myotoxicity in C2C12 myotubes; ATP luminescence, 48 h; scaled: DMSO 0, geranylgeraniol control 100; rescue of ATP level, % at 7.49 µM; hit rate 0.78% among 330,000;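 active means mean ATP rescue above about 67%, or every replicate alone reaching that limit, limit read from the data, passing the limit was not always enough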;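 further: myotubes were challenged with 10 µM simvastatin during compound exposure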
# ARNT-TACC3 inh – ARNT/TACC3 interaction disruption. AlphaScreen His-ARNT PAS-B/GST-TACC3 binding, luminescence; TACC3 fragment carries E629A point mutation. inhibition, % at 9.99 µM. hit rate 0.66% among 390,000;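 active means mean inhibition of replicates at least 50% and at least half of replicates each reaching 50%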;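 further: 0% = complete ARNT plus TACC3 wells and 100% = ARNT alone without TACC3; many hits fall short of the cut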
# * marks the source's active call; other numbers are inactive results; . = not tested or not shown; & = joins results of further samples; ! = not active in a repeat.
# The line under a structure holds: PglD DTNB	LGR2 antag	PAX8 inh HTS	Cneo AK release	PGC1a acetyl inh	INS-1E GSIS act	Statin myotox sup	ARNT-TACC3 inh
CC1(C)CC(=O)C2=C(C1)N(Cc1ccccc1)C(=O)C2(NC(=O)C(C)(C)C)C(F)(F)F (stereo not drawn)
 : 11	.	.	1	-9	.	-1	-2
COc1cccc(/C=N/NC(=O)c2cc(-c3ccccn3)nc3ccccc23)c1O
 : -3	9	68*	6	14	-6	21	-6
Cc1ccc(S(=O)(=O)Cc2cccc(C(=O)N3CCOCC3)c2)cc1
 : 1	.	.	1	2	.	-8	.
C[C@@H]1CN([C@@H](C)CO)C(=O)c2cccc(NC(=O)NC3CCCCC3)c2O[C@H]1CN(C)Cc1ccncc1
 : -4	-16	3	51	7	8	8	-10
CCOC(=O)C(CC)Sc1nc(N)c(NC(=O)c2ccc(OC)c(OC)c2)c(=O)[nH]1 (stereo not drawn)
 : 5	-3	-4	7	.	-8	0	-2
CCCNS(=O)(=O)c1ccc(OCC(=O)Nc2ccc3c(c2)OCCO3)cc1
 : 15	-2	.	7	11	-17	-6	-12
COc1ccccc1N(C)S(=O)(=O)c1ccc(Cl)c(C(=O)N2CCC2)c1
 : -3	-6	0	-2	.	12	-13	-3
C=CCCN(C(CC(C)C)C(=O)OC)S(=O)(=O)c1ccccc1Br (stereo not drawn)
 : 6	15	3	-2	-27	-28	-18	-14
O=C(Nc1cccc(NC(=O)c2ccc(Cl)cc2Cl)c1)c1cccnc1
 : -3	-3	4	-6	.	-8	-12	1
CCN(CCCNC(=O)CCn1c(=O)[nH]c2ccccc2c1=O)c1ccccc1
 : -3	.	22	2	0	.	19	5
CCc1ccc(C(=O)Cn2ccsc2=N)cc1
 : -1	-63	-147	-3	.	-11	0	0
Cc1cc(C)c(S(=O)(=O)NCC(=O)NCc2ccco2)c(C)c1
 : .	16	-6	.	-2	3	.	.
CCCSc1nsc(NC(=O)Nc2ccc(F)cc2F)n1
 : 2	-7	4	-6	0	-20	-95	-2
Cc1ccc(S(=O)(=O)NCCC(=O)NCC(c2ccc(F)cc2)N2CCOCC2)cc1 (stereo not drawn)
 : 5	5	7	2	-14	-2	1	-7
COc1cc(CNc2ccc(S(N)(=O)=O)cc2)ccc1OCc1ccccc1F
 : -6	-34	-19	-1	.	-13	-1	2
Clc1ccc(OCCOCCN2CCc3ccccc3C2)c(Cl)c1
 : .	-8	25	.	.	8	.	-6
Cc1cccc2cc(CN(CC3CCCO3)C(=O)c3cccs3)c(=O)[nH]c12 (stereo not drawn)
 : 3	8	4	0	9	2	10	18
CNc1cc(Cl)nc(SC)n1
 : .	2	5	.	-4	9	.	-7
CCOC(=O)C1=C(C)NC2=C(C(=O)C(C(=O)OCC)C(c3ccco3)C2)C1c1ccccn1 (stereo not drawn)
 : -3	.	.	-1	13	.	13	-2
O=C(c1ccc(CS(=O)c2cccc(Cl)c2)o1)N1CCCCCC1 (stereo not drawn)
 : 2	6	3	-3	-13	-4	-1	0
Cc1ccc(NC(=O)CN2C(=O)N/C(=C/c3cccn3-c3ccc(C(=O)O)cc3)C2=O)cc1
 : .	10	-26	.	.	7	.	3
Cc1ccc(N2CCN(S(=O)(=O)c3ccc4c(c3)n(C)c(=O)c(=O)n4C)CC2C)cc1 (stereo not drawn)
 : 1	-2	.	1	5	2	1	0
CC1(C)Cc2c(sc3[nH]c(=S)n(Cc4ccco4)c(=O)c23)CO1
 : -6	7	.	-3	-43	-15	10	7
CN(C)c1ccc(/C=C(/NC(=O)c2ccccc2)C(=O)N2CCCC2)cc1
 : 1	-7	3	-1	-2	1	11	5
C[C@H]1CN([C@@H](C)CO)C(=O)c2cc(C#Cc3ccc(F)cc3)cnc2O[C@@H]1CN(C)S(C)(=O)=O
 : 4	6	.	0	2	-8	-4	20
O=C(Nc1ccc2c(c1)CCC2)c1cccc(S(=O)(=O)N2CCN(c3ccc(F)cc3)CC2)c1
 : 5	3	.	-2	.	-1	3	-4
OC(Cc1cccnc1)c1ccccc1 (stereo not drawn)
 : .	-12	10	.	.	16	.	-1
Nc1c(C(=O)Nc2ccc3c(c2)OCCO3)nnn1Cc1ccccc1Cl
 : 6	-82	-219	-1	.	-15	-4	2
C[C@@H]1CN([C@@H](C)CO)C(=O)c2cc(NC(=O)C3CC3)ccc2O[C@@H]1CN(C)S(=O)(=O)c1ccc(F)cc1
 : 4	-7	-5	-5	3	-1	-12	.
COc1cccc(/C=N/NC(N)=S)c1OCc1cccc(Cl)c1
 : -3	25	30	14	.	6	7	.

# A different layout for 3 compounds above:
Molecule | PglD DTNB | LGR2 antag | PAX8 inh HTS | Cneo AK release | PGC1a acetyl inh | INS-1E GSIS act | Statin myotox sup | ARNT-TACC3 inh
C[C@@H]1CN([C@@H](C)CO)C(=O)c2cccc(NC(=O)NC3CCCCC3)c2O[C@H]1CN(C)Cc1ccncc1 | -4 | -16 | 3 | 51 | 7 | 8 | 8 | -10
CCOC(=O)C(CC)Sc1nc(N)c(NC(=O)c2ccc(OC)c(OC)c2)c(=O)[nH]1 (stereo not drawn) | 5 | -3 | -4 | 7 | . | -8 | 0 | -2
CCCNS(=O)(=O)c1ccc(OCC(=O)Nc2ccc3c(c2)OCCO3)cc1 | 15 | -2 | . | 7 | 11 | -17 | -6 | -12

# Continued:
# The line under a structure holds: PglD DTNB	LGR2 antag	PAX8 inh HTS	Cneo AK release	PGC1a acetyl inh	INS-1E GSIS act	Statin myotox sup	ARNT-TACC3 inh
CCCC#Cc1ccc([C@@H]2[C@H](CO)N3CCCCN(C(=O)NC4CCCC4)C[C@@H]23)cc1
 : -7	-14	-29	-5	1	-21	-53	3
Cc1noc(NS(=O)(=O)c2ccc(NC(=O)C(F)(F)C(F)(F)C(F)(F)F)cc2)c1C
 : -4	3	9	2	1	.	.	.
Cc1ccc(/C=C/C2=NN(Cc3ccccc3)C(=O)CC2)cc1
 : 1	.	.	3	28	.	9	-20
CCOC(=O)C[C@H]1c2cc(F)ccc2S(=O)(=O)N1Cc1ccc(OC)cc1
 : 0	-2	4	2	-18	7	.	-4
C=CCOC(=O)[C@@H]1[C@H]2C(=O)O[C@H](c3ccccc3)[C@H](c3ccccc3)N2[C@H](c2ccc(OCCOC(=O)[C@@H]3C[C@@H]4C(=O)N[C@@H](Cc5ccccc5)C(=O)N4[C@@H]3c3ccc(O)cc3)cc2)[C@@]12C(=O)Nc1ccccc12
 : -4	.	-3	-2	.	.	.	16
CC(C)CC(=O)Nc1ncc([N+](=O)[O-])s1
 : -2	.	8	-5	-10	.	4	7
CCOC(=O)c1c(C)nc(C)c(C(=O)OCC)c1-c1ccc(O)c(OC)c1
 : -4	29	-1	0	-5	5	-8	4
CCN(CC)S(=O)(=O)c1ccc(C(=O)OC2CCCCC2CN(C)C)cc1 (stereo not drawn)
 : -1	-5	.	-3	1	6	6	1
O=C(O)C1CC=C(Cl)CC1C(=O)NCC1OCCc2ccccc21 (stereo not drawn)
 : -3	.	.	1	11	.	.	-6
CC(C)(C)c1ccc(/C=C(\C#N)C(=O)NCCN2CCOCC2)cc1
 : .	-2	5	.	-5	-13	.	1
O=C(Nc1nc2ccc(S(=O)(=O)N3CCCCC3)cc2s1)C1CCCO1 (stereo not drawn)
 : 6	.	24	1	.	.	.	-5
CCCn1nc(NC(=O)c2cccs2)c2cc3ccc(C)cc3nc21
 : -4	-11	-6	-3	.	25	-2	-52
COCC#Cc1cnc2c(c1)C(=O)N([C@@H](C)CO)C[C@H](C)[C@@H](CN(C)C(=O)Cc1ccccc1)O2
 : 5	6	-5	8	1	-4	-1	-7
CCOC(=O)C1=C(N)OC2=C(C(=O)CCC2)C1c1ccccc1OCC (stereo not drawn)
 : 4	.	2	-2	-4	.	3	7
Cc1ccsc1CNC1C2CC3CC(C2)CC1C3 (stereo not drawn)
 : .	-4	-6	.	2	16	.	1
Cc1nc(C)c(-c2ccc(SCc3ccccc3F)nn2)s1
 : -2	-70	-149	-1	5	-15	5	5
CCOc1ccc(NC(=O)C2CC(=O)N(Cc3ccco3)C2)cc1 (stereo not drawn)
 : -1	-1	2	-2	-2	4	4	-3
COc1ccccc1CCC(=O)N(C)CC(=O)Nc1ccc(Cl)c(C(F)(F)F)c1
 : 2	-3	-7	1	-5	-42	.	-1
O=[N+]([O-])c1cc(NCCO)c(N2CCCCCC2)c2nonc12
 : -7	-6	-7	0	11	17	-4	0
CCc1ccc(CNC(=O)CCn2ccc3cc(S(=O)(=O)N4CCCC4)ccc32)cc1
 : 1	10	-3	4	0	-46	6	5
COc1ccccc1S(=O)(=O)N(C)C[C@H]1OCc2cn(nn2)CCCC(=O)N([C@H](C)CO)C[C@H]1C
 : 4	-5	.	50	-4	7	-4	-4
Fc1ccccc1Nc1nc2ccccc2o1
 : 8	-21	-102	-2	34	2	-37	4
Cn1cccc1C(=O)OCC(=O)NCCc1ccccc1
 : 3	-4	-49	-1	5	-1	15	2
O=C(CN1CCN(c2ccc(Cl)cc2)CC1)N1CCCC1
 : -5	-15	.	1	-3	8	-18	19
CC(=O)NNC(=S)Nc1cccc(F)c1
 : -1	-13	-12	-3	-3	1	.	-5
COc1ccc(CN2CC(C(=O)NCCc3ccc(Cl)cc3)CC2=O)cc1 (stereo not drawn)
 : .	5	-9	.	1	-16	7	-2
CCCCn1c(N)c(N(CCOC)C(=O)CN(C)S(=O)(=O)c2ccc(F)cc2)c(=O)[nH]c1=O
 : .	4	1	.	.	13	.	-3
N#Cc1c(NC(=O)CSc2ncn[nH]2)sc2c1CCCCC2
 : 2	17	.	-11	-16	-20	-1	3
O=C(O)c1ccc2c(=O)[nH]c(CCl)nc2c1
 : 8	-1	5	5	-3	5	1	-1
CCCCN(CCCC)C(=O)c1ccccc1NC(=O)CN1C(=O)c2ccccc2C1=O
 : -1	3	.	-1	-1	-9	-2	2
CCOc1ccc(CC(=O)NNC(=S)NC)cc1
 : -10	-15	-1	-1	24	-5	.	-3
C[C@H](NC(=O)C[C@H]1CC[C@H]2[C@H](COc3ccc(NC(=O)C4CCOCC4)cc3C(=O)N2C)O1)c1ccccc1
 : -1	3	-1	2	5	9	11	-2
Cc1[nH]c2ccccc2c1C(=O)CN1C(=O)NC(C)(c2ccc(Cl)cc2Cl)C1=O (stereo not drawn)
 : .	5	12	.	.	-24	.	-9
CC[C@@H](C)C(N)c1cn([C@@H](CCC(=O)O)C(=O)N2CCNCC2)nn1 (stereo partly drawn)
 : 6	9	-8	2	13	22	0	-9
O=C(N/N=C/c1ccc(O)cc1)c1ccc(COc2cc(Cl)ccc2Cl)o1
 : 1	.	.	-1	1	.	20	-37
COc1ccc(Cc2c(-c3ccc(C)cc3)nc3ccc(Cl)cn23)c(C)c1
 : -3	-78	-137	1	2	-3	-6	.
O=C(O)CC(C(=O)O)N1C(=O)/C(=C/C=C/c2ccco2)SC1=S (stereo not drawn)
 : 2	8	11	0	-3	17	9	-1
COc1ccc(-c2ccc(C3[C@@H]4CN(Cc5cccc(OC)c5)C[C@H]3N4)cc2)cc1 (stereo partly drawn)
 : .	-3&-2	-3&-14	.	0&-5	51*!	.	.
O=C(NCc1ccc(F)cc1)C1CCN(S(=O)(=O)c2cccnc2)CC1
 : 3	-2	-2	0	7	3	-9	-2
O=C(Cc1ccncc1)NCC[C@H]1CC[C@@H](NC(=O)Nc2cccc(F)c2)[C@@H](CO)O1
 : 0	5	46	53	-8	-5	-1	-7
Cc1ccc(C)c(CN2C(=O)NC3(CCCCCC3)C2=O)c1
 : .	-6	0	.	.	43	-10	15
O=C(COC(=O)c1ccc(Br)o1)NCc1cccs1
 : -4	-12	.	-1	.	24	1	9
Cc1cc(C)c(C(=O)COC(=O)c2cc([N+](=O)[O-])ccc2NCCO)cc1C
 : .	2	3	.	.	5	.	-2
CCOC(=O)CNC(=O)CSc1ccc2nnc(-c3ccc(F)cc3)n2n1
 : .	10	8	.	.	7	.	-13
CC1(C)CCCN(C(=O)c2coc(=O)c(Br)c2)C1
 : -5	.	.	6	-1	.	14	-3
